Screening data (PubChem BioAssay)
Pf Dd2 inh – blocks growth of Plasmodium falciparum Dd2 parasites | P. falciparum Dd2 growth, SYBR Green, 72 h; active compounds read low | activity change, % at 10 µM | 94,000 tested, 2.3% active | AID 1159554; in the data active = activity change below about -80%
C diff growth – inhibitors of Clostridium difficile growth; Clostridium difficile clinical isolate growth, OD600, 24 h; active compounds read low; growth activity, negative = inhibition, % at 16 µg/mL (by protocol); 86,000 tested, 0.25% active; AID 1259249;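 active = mean growth activity at or below -80% and every replicate also at or below -80%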;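 note: 0% = DMSO wells and -100% = levofloxacin 16 µg/mL wells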
Tcruzi prolif – inhibitors of T. cruzi proliferation. T. cruzi beta-gal in NIH3T3, GalScreen luminescence, 90 h. inhibition, % at 8.34 µM. 77,000 tested, 5.9% active;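 active = mean inhibition above about 93%, with at least 55% of replicates each passing it, limit read from the data, passing the limit was not always enough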
KDM4C inh – blocks human GASC-1 (KDM4C) demethylase activity. Q9H3R0. GST-KDM4C 2-372, H3K9me3 peptide, LANCE TR-FRET. inhibition, % at 12.5 µM. 96,000 tested, 0.15% active. AID 720574;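 active = mean replicate inhibition above about 25%, with at least 55% of replicates also reaching it, limit read from the data, passing the limit was not always enough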
Target sequence (Q9H3R0 2-372 limits assumed): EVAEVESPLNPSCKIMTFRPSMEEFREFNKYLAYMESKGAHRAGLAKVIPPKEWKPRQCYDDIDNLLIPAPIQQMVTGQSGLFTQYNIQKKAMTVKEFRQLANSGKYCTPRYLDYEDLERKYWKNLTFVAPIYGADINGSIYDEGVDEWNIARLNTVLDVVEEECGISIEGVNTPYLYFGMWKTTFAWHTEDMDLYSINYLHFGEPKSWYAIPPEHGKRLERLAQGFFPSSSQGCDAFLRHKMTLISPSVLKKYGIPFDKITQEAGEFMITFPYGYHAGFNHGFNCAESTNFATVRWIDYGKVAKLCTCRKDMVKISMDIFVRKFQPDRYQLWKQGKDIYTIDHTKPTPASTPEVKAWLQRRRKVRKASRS
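reagent = H3K9me3 peptide substrate, Fe(II), 2-oxoglutarate | system = GST-tagged GASC-1 (JMJD2C) catalytic fragment, aa 2-372 | amount = enzyme final amount 10 nM | read-out = Fall in 671/618 emission ratio as inhibition | medium = HEPES buffer, pH 7.5, plus ascorbate | schedule = 30 min reaction, 60 min detection, RT | measured by = LANCE TR-FRET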
Starred values were filed as active, the others as inactive; nt = no result given; & = joins results of further samples.

Under each structure: Pf Dd2 inh	C diff growth	Tcruzi prolif	KDM4C inh
> CO[C@@H]1CN(C)C(=O)c2cc(NC(=O)Nc3c(C)noc3C)ccc2OC[C@H](C)N(CC2CC2)C[C@@H]1C
  -3	nt	29	1.4
> COc1ccc(NC(=O)N(C)C[C@H]2OCCCC[C@@H](C)Oc3ccc(NS(C)(=O)=O)cc3C(=O)N([C@H](C)CO)C[C@@H]2C)cc1
  36	-4	99	1.0
> CN(C)C(=O)c1ccc(-c2ccc([C@H]3[C@@H](CO)N4CCCCN(CC5CC5)C[C@H]34)cc2)cc1
  -1	-8	108*	0.1
> C[C@H]1CN([C@@H](C)CO)C(=O)c2cccc(NC(=O)c3ccc(-c4nccs4)cc3)c2O[C@H]1CN(C)S(=O)(=O)c1ccc(Cl)cc1
  7	-2	-46	-1.8
> OC[C@@H]1[C@H](c2ccc(Br)cc2)[C@@H]2CNCCCCN12
  -30	4	11	0.4
> CC(=O)N(C[C@@H]1[C@@H](c2ccc(C3=CCCC3)cc2)[C@@H](CO)N1CC1CC1)C(C)C
  -73	11	nt	1.1
> C[C@H](CO)N1C[C@H](C)[C@@H](CN(C)S(=O)(=O)c2ccc(Cl)cc2)OCCCC[C@H](C)Oc2ccc(NS(=O)(=O)c3cccs3)cc2C1=O
  nt	-11	84	1.2
> CC(=O)N1C[C@H]2[C@@H](c3ccccc31)[C@H](CO)N2C(=O)Nc1ccc(F)cc1
  -30	-3	-20	1.3
> CCNC(=O)Nc1ccc2c(c1)C(=O)N(C)[C@@H]1CC[C@@H](CC(=O)N[C@@H](C)c3ccccc3)O[C@H]1CO2
  nt	24	61	2.5
> COc1ccc(S(=O)(=O)N(C)C[C@H]2Oc3ccc(NS(=O)(=O)c4c(C)noc4C)cc3CC(=O)N([C@H](C)CO)C[C@@H]2C)cc1
  -41	-4	-6	-0.2
> COc1cccc(CNC(=O)C[C@H]2CC[C@@H](NC(=O)C3CCOCC3)[C@H](CO)O2)c1
  10	1	-41	-0.6
> CCCNC(=O)C[C@H]1CC[C@H]2[C@@H](COc3ccc(NC(=O)Cc4cccs4)cc3C(=O)N2C)O1
  7	4	16	0.7
> COc1ccc(S(=O)(=O)Nc2ccc3c(c2)C(=O)N([C@H](C)CO)C[C@@H](C)[C@@H](CN(C)C(=O)CCC(F)(F)F)OCCCC[C@H](C)O3)cc1
  -46	-2	9	0.0
> CNC(=O)C[C@H]1CC[C@H]2[C@@H](COc3ccc(NC(=O)Nc4cccc(C#N)c4)cc3C(=O)N2C)O1
  -5	11	34	-0.3
> COc1ccc(NC(=O)Nc2ccc3c(c2)C(=O)N([C@H](C)CO)C[C@H](C)[C@H](CN(C)C(=O)Nc2cccc4ccccc24)OCCCC[C@@H](C)O3)cc1
  -46	4	-15	1.5
> CC(=O)N1[C@@H](CO)[C@@H]2c3ccccc3N(S(=O)(=O)c3ccccc3C)C[C@@H]21
  11	-3	4	-0.9
> CN1c2ccc(-c3ccccc3)cc2[C@H]2[C@H](CCN2C(=O)CN2CCOCC2)[C@@H]1CO
  -12	-6	89	1.8
> CO[C@@H](C(=O)N(C)C[C@H]1OCc2ccccc2-c2c(n(C)c3ccccc23)C(=O)N([C@@H](C)CO)C[C@H]1C)c1ccccc1
  -15	-1	9	-0.8
> C[C@H]1CN([C@@H](C)CO)C(=O)c2cccc(NC(=O)Nc3ccc(C(F)(F)F)cc3)c2O[C@H]1CN(C)C(=O)NC1CCCCC1
  -44	78	57	-1.1
> C[C@H]1CN([C@@H](C)CO)C(=O)c2cc(NC(=O)Nc3cccc4ccccc34)ccc2O[C@@H]1CN(C)S(=O)(=O)c1ccccc1
  -13	-3	-8	-5.2
> CN(C)C(=O)c1cccc(-c2ccc3c(c2)[C@H]2[C@H](CCN2C(=O)c2ccncc2)[C@H](CO)N3C)c1
  13	-1	62	1.9
> O=C(NCC[C@@H]1CC[C@@H](NC(=O)C2CCC2)[C@@H](CO)O1)c1ccc(F)cc1
  -19	0	nt	-0.2
> COc1cccc(S(=O)(=O)Nc2ccc3c(c2)C(=O)N(C)C[C@H](OC)[C@@H](C)CN(C(=O)Cc2cccnc2)[C@@H](C)CO3)c1
  5	nt	nt	-1.7
> C/C=C/c1ccc2c(c1)O[C@H](CN(C)C(=O)c1ccccc1F)[C@H](C)CN([C@@H](C)CO)S2(=O)=O
  4	-1	27	0.3
> C[C@H]1CN([C@@H](C)CO)C(=O)c2cc(-c3ccccc3)cnc2O[C@@H]1CN(C)C(=O)C1CCOCC1
  59	2	28	1.6
> O=C(C[C@@H]1CC[C@H](NC(=O)c2ccncc2)[C@@H](CO)O1)Nc1ccccc1
  8	-3	45	-0.4
> O=C(Nc1ccc2c(c1)[C@H]1C[C@H](CC(=O)N3CCCCC3)O[C@H](CO)[C@H]1O2)Nc1ccccc1F
  -18	-1	4	25
> O=C(C1CC1)N1CCCCN2[C@H](CO)[C@H](c3ccc(C#CC4CCCC4)cc3)[C@H]2C1
  -1	23	60	0.4
> Cc1ccccc1S(=O)(=O)N(C)C[C@@H]1OCc2ccccc2-c2ccccc2C(=O)N([C@@H](C)CO)C[C@H]1C
  -52	4	87	-0.5
> C[C@H](CO)N1C[C@H](C)[C@H](CN(C)S(=O)(=O)c2cccc(F)c2)Oc2ncc(-c3cccc(C(F)(F)F)c3)cc2C1=O
  -18	8	112	-1.7

Random excerpt: 7 entries already listed
Under each structure: Pf Dd2 inh	C diff growth	Tcruzi prolif	KDM4C inh
> O=C(C1CC1)N1CCCCN2[C@H](CO)[C@H](c3ccc(C#CC4CCCC4)cc3)[C@H]2C1
  -1	23	60	0.4
> O=C(NCC[C@@H]1CC[C@@H](NC(=O)C2CCC2)[C@@H](CO)O1)c1ccc(F)cc1
  -19	0	nt	-0.2
> Cc1ccccc1S(=O)(=O)N(C)C[C@@H]1OCc2ccccc2-c2ccccc2C(=O)N([C@@H](C)CO)C[C@H]1C
  -52	4	87	-0.5
> C[C@H](CO)N1C[C@H](C)[C@H](CN(C)S(=O)(=O)c2cccc(F)c2)Oc2ncc(-c3cccc(C(F)(F)F)c3)cc2C1=O
  -18	8	112	-1.7
> C[C@H]1CN([C@@H](C)CO)C(=O)c2cc(-c3ccccc3)cnc2O[C@@H]1CN(C)C(=O)C1CCOCC1
  59	2	28	1.6
> CN(C)C(=O)c1cccc(-c2ccc3c(c2)[C@H]2[C@H](CCN2C(=O)c2ccncc2)[C@H](CO)N3C)c1
  13	-1	62	1.9
> O=C(Nc1ccc2c(c1)[C@H]1C[C@H](CC(=O)N3CCCCC3)O[C@H](CO)[C@H]1O2)Nc1ccccc1F
  -18	-1	4	25

Continued:
Under each structure: Pf Dd2 inh	C diff growth	Tcruzi prolif	KDM4C inh
> CCCC(=O)Nc1ccc2c(c1)OC[C@H](C)N(C(=O)c1ccccn1)C[C@@H](C)[C@H](OC)CN(C)C2=O
  38	nt	48	1.1
> C[C@@H]1CCCCO[C@H](CN(C)S(=O)(=O)c2cn(C)cn2)[C@H](C)CN([C@@H](C)CO)C(=O)c2cc(NS(=O)(=O)c3cn(C)cn3)ccc2O1
  20	-10	-53	-0.4
> COc1ccc(S(=O)(=O)Nc2ccc3c(c2)C(=O)N([C@@H](C)CO)C[C@@H](C)[C@@H](CN(C)C(=O)Nc2cccc4ccccc24)OCCCC[C@@H](C)O3)cc1
  -29	nt	55	1.9
> C[C@@H]1CN([C@H](C)CO)C(=O)c2cc(NC(=O)C3CCCCC3)ccc2O[C@@H]1CN(C)C
  42	3	-107	2.1
> O=C(Nc1ccc(F)cc1)N[C@H]1CC[C@@H](CCNC(=O)c2cc(Cl)cc(Cl)c2)O[C@@H]1CO
  -21	4	-85	0.1
> C[C@@H]1CN([C@H](C)CO)C(=O)Cc2cc(NC(=O)Cc3cn(C)c4ccccc34)ccc2O[C@@H]1CN(C)Cc1ccc2c(c1)OCO2
  -23	5	87	-1.5
> O=C(C[C@H]1C[C@H]2c3cc(NS(=O)(=O)c4ccc(F)cc4)ccc3O[C@H]2[C@H](CO)O1)NCc1ccc(Cl)cc1
  -76	0	25	-0.7
> COc1ccc(CN2[C@H](CO)[C@@H]3c4ccccc4N(C(=O)NC(C)C)C[C@@H]32)cc1
  5	1	-10	1.5
> CC(C)NC(=O)N[C@@H]1CC[C@H](CC(=O)NCCCN(C)C)O[C@@H]1CO
  25	nt	35	2.1
> C[C@@H]1CN([C@H](C)CO)C(=O)CCCn2nncc2CO[C@H]1CN(C)S(=O)(=O)c1cccc(F)c1
  9	nt	-16	nt
> COc1ccc2c3c([nH]c2c1)[C@@H](CO)N(C(=O)c1ccc(F)cc1)CC31CN(C)C1
  -10	-4	nt	0.5
> C[C@H]1CN([C@@H](C)CO)C(=O)c2cccc(NC(=O)c3cnccn3)c2O[C@@H]1CN(C)C
  13	-4	nt	-0.3
> N#Cc1cccc(-c2ccc3c(c2)[C@H]2[C@H](CCN2C(=O)C2CCCCC2)[C@@H](CO)N3)c1
  -15	-6	89	-2.6
> CN1C(=O)c2cc(NC(=O)c3cccc(F)c3)ccc2OC[C@H]2O[C@@H](CC(=O)N3CCc4ccccc4C3)CC[C@@H]21
  -40	9	63	-4.9
> CC(C)NC(=O)N(C)C[C@H]1Oc2ccc(NC(=O)C3CCCCC3)cc2C(=O)N([C@H](C)CO)C[C@@H]1C
  18	-1	8	0.8
> COc1cccc(C#Cc2cnc3c(c2)C(=O)N([C@@H](C)CO)C[C@H](C)[C@H](CN(C)C(=O)C2CCC2)O3)c1
  -37&-46	1&1	37&5	12
> C[C@@H]1CN([C@@H](C)CO)C(=O)c2cc(NC(=O)Cc3ccccc3)ccc2O[C@@H]1CN(C)Cc1ccccc1
  15	-5	5	0.4
> COc1ccc(CN(C)C[C@H]2Oc3ccc(NS(=O)(=O)c4cccs4)cc3CC(=O)N([C@H](C)CO)C[C@@H]2C)cc1
  -7	-5	nt	0.5
> C[C@@H]1CN([C@H](C)CO)S(=O)(=O)c2ccc(C#CCC3CCCC3)cc2O[C@H]1CN(C)C(=O)c1cnccn1
  -55	-3	18	-3.1
> C[C@@H]1CN([C@H](C)CO)C(=O)CCCn2nncc2CO[C@@H]1CN(C)Cc1cccc(C(=O)O)c1
  1	nt	7	1.2
> C[C@@H]1CCCCO[C@@H](CN(C)S(=O)(=O)c2ccc(Cl)cc2)[C@@H](C)CN([C@@H](C)CO)C(=O)c2cc(NS(=O)(=O)c3ccc(F)cc3)ccc2O1
  -72	8	94	0.9
> C[C@@H]1CN([C@@H](C)CO)C(=O)c2cc(NS(=O)(=O)c3cn(C)cn3)ccc2O[C@@H](C)CCCCO[C@@H]1CN(C)Cc1ccc(C(=O)O)cc1
  50	-3	-1	0.7
> C[C@H](CO)N1C[C@H](C)[C@H](CN(C)S(=O)(=O)c2ccc(Cl)cc2)OCCCC[C@H](C)Oc2ccc(NS(=O)(=O)c3cn(C)cn3)cc2C1=O
  -21	-11	50	-1.1
> C[C@@H]1CN([C@H](C)CO)C(=O)CCCn2cc(nn2)CO[C@@H]1CN(C)C(=O)c1ccccc1
  -4	8	16	nt
> Cc1ccc(S(=O)(=O)N(C)C[C@@H]2Oc3ccc(NC(=O)Nc4cccc5ccccc45)cc3CC(=O)N([C@@H](C)CO)C[C@H]2C)cc1
  -19	-9	25	-1.4
> C[C@@H]1CN([C@@H](C)CO)C(=O)Cc2cc(NS(=O)(=O)c3ccccc3)ccc2O[C@@H]1CN(C)S(=O)(=O)c1ccc(Cl)cc1
  -38	31	41	-1.6
> CC(C)C#Cc1cnc2c(c1)C(=O)N([C@H](C)CO)C[C@@H](C)[C@@H](CN(C)C(=O)Nc1ccccc1)O2
  nt	14	19	-1.3
> CC(C)NC(=O)N(C)C[C@H]1OCCCC[C@H](C)Oc2ccc(NC(=O)Nc3ccc(F)cc3)cc2C(=O)N([C@H](C)CO)C[C@@H]1C
  42	2	27	15
> C/C=C/c1cnc2c(c1)C(=O)N([C@@H](C)CO)C[C@@H](C)[C@@H](CN(C)S(=O)(=O)c1ccc(C)cc1)O2
  10	-2	57	-1.2
> CN1c2ccc(-c3ccccc3)cc2[C@@H]2[C@@H](CCN2C(=O)Cc2ccccc2)[C@@H]1CO
  10	13	102*	-1.8
> C[C@H](CO)N1C[C@H](C)[C@H](CN(C)C(=O)C2CCCCC2)Oc2cc(Br)ccc2S1(=O)=O
  -4	7	30	-2.1
> COc1ccc(NC(=O)N[C@H]2CC[C@@H](CC(=O)NC3CCC3)O[C@H]2CO)cc1
  4	nt	11	-0.1
> O=C(N[C@@H]1CC[C@@H](CCn2cc(-c3ccccn3)nn2)O[C@H]1CO)c1ccccc1
  nt	2	nt	1.9
> C[C@H](CO)N1C[C@H](C)[C@H](CN(C)S(=O)(=O)c2ccccc2)OCCCC[C@H](C)Oc2ccc(NC(=O)CCCN(C)C)cc2C1=O
  5	-6	11	3.4
> C[C@@H]1CN([C@@H](C)CO)C(=O)Cc2cc(NS(C)(=O)=O)ccc2O[C@@H]1CN(C)Cc1ccc(Cl)c(Cl)c1
  -10	-2	64	0.4
